Bioassay records (PubChem)
mIAP inh: inhibitors of mouse IAP, primary screen, biochemical, luminescence, uHTS. intestinal alkaline phosphatase [Mus musculus]. purified mouse IAP, CDP-Star luminescence, 30 min. inhibition, % at 10 µM. 330,000 tested, 0.2% active;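 active = inhibition of at least 40% at 10 µM in the primary screen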;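 note: plate controls were DMSO with enzyme for no effect and no enzyme wells for full effect; values of inactives mirror those of a sister screen read the other way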
ATG4B inh: ATG4B protease inhibitors, primary screen, biochemical, fluorescence, uHTS | inhibition, % at 8.33 µM | ATG4B cleavage of LC3-PLA2, NBD-HPC fluorescence, 1 h | Cysteine protease ATG4B (Homo sapiens), Q9Y4P1 | 340,000 tested, 0.51% active; in the data active = inhibition above about 40%
beta cell repl: inducers of MIN6 beta-cell proliferation, primary screen, ATP luminescence, uHTS; MIN6 cells proliferation, ATPlite luminescence, 48 h; cells starved in 0.2% serum; 100% = growth in 10% serum; proliferation, % at 10 µM; 330,000 tested, 0.29% active; AID 2380, 2010;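 active = compounds whose signal lies at least 3.5 SD above the mean of all wells on their plate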;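 note: 0% = DMSO-treated cells in low-serum medium and 100% = 10% serum control; some compounds called inactive have numbers as strong as hits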
APOBEC3A inh: APOBEC3A ssDNA deaminase inhibitors, primary screen, selectivity assay for APOBEC3G inhibitor project, biochemical, FAM/TAMRA oligo cleavage fluorescence | DNA dC->dU-editing enzyme APOBEC-3A (Homo sapiens), P31941 | recombinant A3A, FAM/TAMRA ssDNA deamination fluorescence | inhibition, % at 20 µM | 330,000 tested, 0.41% active;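 active = at least 40% inhibition at 20 µM here, with at most 30% in a related deaminase screen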;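 note: plate controls were A3A with DMSO for no effect and wells lacking A3A enzyme for full effect; some results filed as inactive read as strong as hits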
Target sequence (P31941 whole entry, looked up): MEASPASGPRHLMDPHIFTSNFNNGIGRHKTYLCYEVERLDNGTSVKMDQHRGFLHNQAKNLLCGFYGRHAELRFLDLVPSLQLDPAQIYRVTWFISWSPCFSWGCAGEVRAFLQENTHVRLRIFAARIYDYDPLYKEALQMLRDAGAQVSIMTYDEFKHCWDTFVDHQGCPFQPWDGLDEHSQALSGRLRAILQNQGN
APOBEC3G inh: APOBEC3G DNA deaminase inhibitors, primary screen, biochemical, fluorescence, single-stranded DNA substrate, uHTS; DNA dC->dU-editing enzyme APOBEC-3G (Homo sapiens), Q9HC16; recombinant A3G, ssDNA deamination FAM/TAMRA fluorescence; inhibition, % at 20 µM; 330,000 tested, 0.28% active; AID 493012, 2011;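 active = inhibition of at least 40% at 20 µM, with no more than 30% in the related APOBEC3A deaminase screen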;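 note: plate controls were DMSO wells with A3G for no effect and wells lacking A3G enzyme for full effect; some compounds called inactive have numbers as strong as hits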
Target sequence (Q9HC16 whole entry, looked up): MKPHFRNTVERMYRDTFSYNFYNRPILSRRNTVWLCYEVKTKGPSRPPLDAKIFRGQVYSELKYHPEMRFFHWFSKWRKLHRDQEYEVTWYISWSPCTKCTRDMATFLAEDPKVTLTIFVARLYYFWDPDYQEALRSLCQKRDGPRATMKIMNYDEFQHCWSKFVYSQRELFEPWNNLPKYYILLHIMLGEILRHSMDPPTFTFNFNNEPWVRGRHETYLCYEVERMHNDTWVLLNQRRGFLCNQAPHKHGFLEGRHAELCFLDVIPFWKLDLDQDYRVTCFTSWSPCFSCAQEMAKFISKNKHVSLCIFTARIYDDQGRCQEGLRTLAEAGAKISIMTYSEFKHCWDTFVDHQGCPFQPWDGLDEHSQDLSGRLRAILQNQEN
MPTP inh: mitochondrial permeability transition pore inhibitors, primary screen, biochemical, isolated mouse mitochondria, absorbance; Ca2+ swelling absorbance, 30 min; inhibition, % at 10 µM; 360,000 tested, 1.4% active;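 active = inhibition of 50% or more, scaled per plate between neutral and stimulator controls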;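 note: 0% = DMSO wells given calcium and 100% = 1 mM EGTA wells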
hIAP inh: human IAP inhibitors, primary screen, biochemical, luminescence, uHTS; Intestinal-type alkaline phosphatase (Homo sapiens), P09923; purified IAP, CDP-Star luminescence, 30 min; inhibition, % at 10 µM; 330,000 tested, 0.12% active;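 active = inhibition reaching a set limit with compound at 10 µM in the primary screen, cut at about 35% in these data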;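 note: plate controls were DMSO wells with enzyme for no effect and no-enzyme buffer wells for full effect; values of inactives mirror those of a sister screen read the other way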
Target sequence (P09923 whole entry, looked up): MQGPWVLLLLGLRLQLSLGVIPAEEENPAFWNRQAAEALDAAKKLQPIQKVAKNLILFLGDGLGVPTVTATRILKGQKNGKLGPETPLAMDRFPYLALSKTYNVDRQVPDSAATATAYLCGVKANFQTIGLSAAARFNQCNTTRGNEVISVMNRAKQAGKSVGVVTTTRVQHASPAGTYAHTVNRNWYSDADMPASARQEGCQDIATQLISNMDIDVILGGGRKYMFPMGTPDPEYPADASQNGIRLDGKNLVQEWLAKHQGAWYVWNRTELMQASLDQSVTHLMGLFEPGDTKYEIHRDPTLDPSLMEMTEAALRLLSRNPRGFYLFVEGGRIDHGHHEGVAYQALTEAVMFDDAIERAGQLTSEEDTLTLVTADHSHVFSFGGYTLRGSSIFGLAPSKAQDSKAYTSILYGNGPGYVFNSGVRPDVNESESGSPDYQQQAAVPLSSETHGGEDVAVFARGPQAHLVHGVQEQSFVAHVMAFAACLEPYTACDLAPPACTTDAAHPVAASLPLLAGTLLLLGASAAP
hIAP activ: human IAP activators, primary screen, biochemical, luminescence, uHTS; 330,000 tested, 0.16% active; Intestinal-type alkaline phosphatase (Homo sapiens), P09923; purified human IAP, CDP-Star luminescence, 30 min; hits give high values; 1 = vehicle-only enzyme, 0 = enzyme-free background; activation factor at 10 µM;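 active = activation factor of the enzyme at least 2-fold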; note: the source names both 10 and 20 µM as test concentration; values of inactives mirror those of a sister screen read the other way
mIAP activ: activators of mouse IAP, primary screen, biochemical, luminescence, uHTS; intestinal alkaline phosphatase [Mus musculus]; muIAP, CDP-Star luminescence, 30 min; hits give high values; 1 = vehicle-only enzyme signal, 0 = enzyme-free wells; activation factor at 10 µM; 330,000 tested, 0.24% active;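 active = activation factor of at least 2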; note: the source names both 10 and 20 µM as test concentration; values of inactives mirror those of a sister screen read the other way
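Assay system: mouse IAP enzyme; reagent: chemiluminescent substrate CDP-Star; dosing: test compounds delivered from DMSO solution; schedule: 30 min at room temperature; measured by: luminescence from enzymatic CDP-Star hydrolysis; controls: DMSO-only wells and no-enzyme negative control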
* marks the source's active call; other numbers are inactive results; / = not tested or not shown.

SMILES	mIAP inh	ATG4B inh	beta cell repl	APOBEC3A inh	APOBEC3G inh	MPTP inh	hIAP inh	hIAP activ	mIAP activ
CC(C)C[C@@H]1NC(=O)[C@H](Cc2ccc(O)cc2)NC(=O)[C@H](CCC(N)=O)NC(=O)c2cc([N+](=O)[O-])cc(I)c2NCC[C@@H](C(N)=O)NC1=O	-1	/	2	7	-6	/	-13	1.1	1
O=C1C2C3C=CC(C2C(=O)N1c1nccs1)C1C(=O)N(c2nccs2)C(=O)C31 (stereo not drawn)	0	6	-2	5	-8	1.3	4	0.96	1
C=C1CCN([C@H](C(=O)NCc2ccc(Cl)cc2)C(C)C)S(=O)(=O)c2ccccc21	-8	-3	-2	12	23	-0.1	0	1	1.1
COC(=O)CN(c1cccc(C)c1)S(=O)(=O)c1ccccc1	0	-3	3	3	7	0.8	30	0.7	1
Nc1ccc(C(=O)NCCCSc2ccccc2)cc1[N+](=O)[O-]	18	-4	0	-2	-3	-2.4	23	0.77	0.82
Cc1cc(C)c(NC(=O)COC(=O)C23CC4CC(CC(O)(C4)C2)C3)c(Cl)c1	1	-8	0	1	2	-1.6	-2	1	0.99
CN(Cc1ccccc1)C(=S)Nc1cccnc1	4	0	7	-1	-14	1.0	-1	1	0.96
O=C(N/N=C/c1ccc(Cl)cc1)c1cc(-c2cccnc2)nc2ccccc12	3	5	-4	-4	-6	1.4	-10	1.1	0.97
CC(c1nnc(SCC(=O)Nc2ccc3[nH]c(=O)[nH]c3c2)n1Cc1ccccc1)N(C)C (stereo not drawn)	14	-10	-2	1	-2	-0.9	-8	1.1	0.86
N#CC1=C(c2ccc(-c3ccccc3)cc2)COC1=O	17	22	-4	-3	-7	-0.2	18	0.82	0.83
C/C(CC(=O)Nc1ccc(N(C)C)cc1)=N\NC(=O)c1ccccn1	1	-9	-4	-6	-2	-3.2	-3	1	0.99
Cc1ccc(C(=O)Nc2sc3c(c2C(=O)O)CCCCC3)o1	0	-3	-6	3	9	-2.3	-11	1.1	1
CCOC(=O)C1=C(C)N=C2SCCC(=O)N2C1c1cc(Br)ccc1OC (stereo not drawn)	5	1	-5	40*	-4	-1.0	-5	1.1	0.95
O=C(Nc1ccccc1)Nc1ccc(S(=O)(=O)N2CCCCC2)cc1	-140	-7	-2	0	-1	99*	6	0.94	2.4*
COC(=O)C(CCSC)NC(=O)c1cc2c(n(-c3ccccc3)c1=O)CCCC2=O (stereo not drawn)	0	-6	-1	0	2	-5.2	3	0.97	1
COc1ccccc1NC(=O)COc1ccc(C(=O)OCC(=O)N(C(C)C)C(C)C)cc1OC	7	-22	-2	-1	-4	4.5	0	1	0.93
O=C1c2cccnc2C(O)N1Cc1ccco1 (stereo not drawn)	-2	8	-3	2	1	-1.1	7	0.93	1
C=CCN1C(=O)/C(=C2/Sc3ccc(OC)cc3N2C)SC1=Nc1cccc(O)c1	6	6	-2	-4	-7	0.6	8	0.92	0.94
O=C(NCc1ccccc1)c1cc(S(=O)(=O)N2CCC3(CC2)OCCO3)ccc1F	0	7	0	-5	-5	-0.6	-23	1.2	1
O=C1CC2(CCN(C(=O)c3cccc(F)c3)CC2)Oc2ccccc21	11	3	-2	0	-4	-3.4	-2	1	0.89
Cc1ccc(S(=O)(=O)N(C)C)cc1NC(=O)CSc1nc2ccccc2[nH]1	16	5	-3	-2	-5	-0.4	-8	1.1	0.84
O=C1CC2C(CC(OC(=O)c3ccc(-c4ccccc4)cc3)C2CO)O1 (stereo not drawn)	-6	-15	-1	-3	-5	-4.7	-7	1.1	1.1
COc1ccc([N+](=O)[O-])cc1NC(=O)CC1SC(=Nc2cccc(C)c2C)N(/N=C(\C)c2ccc(C)cc2)C1=O (stereo not drawn)	11	-5	-4	0	-4	2.2	8	0.92	0.89
O=S(=O)(c1ccccc1)N1CCN(Cc2cc3c(cc2Br)OCCO3)CC1	5	-6	-5	1	-7	0.1	14	0.86	0.95
CCN(CC)CCN1C(=O)C(=O)/C(=C(/O)c2c(C)[nH]c(C(=O)OC)c2C)C1c1ccccc1OC (stereo not drawn)	0	-6	-4	-23	-8	5.7	-8	1.1	1
Cc1ccccc1C(=O)NCCSc1ccccc1	3	5	-3	-1	-3	-2.3	-19	1.2	0.97
O=C(CN1CCN(Cc2ccccc2Cl)CC1)N/N=C/c1ccco1	5	-8	-2	-1	-4	2.7	21	0.79	0.95
CSc1nnc2c3c4c(sc3c(=O)n(-c3ccccc3)n12)CC(C)(C)OC4	-3	-9	-2	-3	-8	-3.3	-11	1.1	1
CCN(CC(=O)Nc1c(F)cccc1F)C(=O)c1ccccc1F	-13	-7	-2	1	-4	-0.3	4	0.96	1.1
COc1ccc(Cl)cc1NC(=O)CN(C)C(=O)c1cn(-c2ccccc2)nc1-c1cccnc1	-7	-24	-2	-5	-12	-0.3	-1	1	1.1
COC(=O)[C@@H]1C[C@@H]2CC[C@@H](O)C[C@@H]2N1Cc1ccc(Cl)cc1	10	-10	-3	-3	-5	-1.6	17	0.83	0.9
CSCCC(NC(=O)c1ccccc1Cl)C(=O)NCCc1ccccn1 (stereo not drawn)	12	-2	4	-5	-5	-1.5	5	0.95	0.88
O=C(NCCCCNC(=O)c1ccccc1F)c1ccccc1F	9	-3	-2	-6	-4	0.6	37*	0.63	0.91
CNC(=S)Nc1cccc(S(=O)(=O)NCc2ccco2)c1	4	1	-1	-2	-6	-0.3	4	0.95	0.96
CCOC(=O)CNC(=O)N1CCc2ccc(NC(=O)c3ccccc3Cl)cc2C1	-7	7	-4	-7	4	0.1	-33	1.3	1.1
Cc1ccc(Cn2nnc3c(=O)[nH]c(C4CCN(S(=O)(=O)c5ccc(F)cc5)CC4)nc32)cc1	13	-12	-6	-3	-8	0.3	12	0.89	0.87
CC(C)C[C@H](NC(=O)c1[nH]cnc1C(=O)N[C@@H](Cc1ccccc1)C(=O)OCc1ccccc1)C(=O)OCc1ccccc1	4	0	-8	-3	-7	0.8	-22	1.2	0.96
O=C(CCC(=O)Nc1nnc(C2CCCCC2)s1)Nc1ccccc1	-2	12	0	0	-1	-0.6	-21	1.2	1
CC(=O)NC(C)C(c1cccs1)N1CCN(c2ccccc2)CC1 (stereo not drawn)	4	2	0	-2	-4	-0.7	-11	1.1	0.95
CCOc1ccc(-c2c(C(=O)N/N=C/c3ccc(O)cc3)nnn2-c2nonc2N)cc1	-3	-11	0	-4	-6	3.0	-6	1.1	1
CCC(C)NC(=O)c1csc2c1CCCCC2 (stereo not drawn)	4	-6	-1	-2	-4	0.7	-16	1.2	0.96
O=C(c1c(Cl)nc2sccn12)N1CCN(c2cccc(Cl)c2)CC1	11	-14	-2	-1	-5	-2.9	0	1	0.89
O=C(Nc1ccc(S(=O)(=O)N2CCN(c3ccccc3)CC2)cc1)c1cccs1	1	-9	-1	3	4	2.2	2	0.98	0.99
CCOC(=O)c1cc(NC(=O)Nc2nc3ccccc3s2)c(C)nc1C	7	7	-2	5	1	39	-11	1.1	0.93
CCOC(=O)c1c(C)[nH]c(C(=O)O)c1C	-1	-10	-2	-3	-6	0.5	0	1	1
O=C(CC1CC2CCC1C2)NCc1cccs1 (stereo not drawn)	-6	-2	-3	-3	-1	-1.8	-10	1.1	1.1
Cc1cc(C(=O)CCC(=O)N(C)CC(=O)Nc2c(Cl)cccc2Cl)c(C)s1	-2	0	7	-1	-9	-0.6	6	0.94	1
O=C(CSc1nnc(-c2ccco2)c(-c2ccco2)n1)Nc1ccccc1	45*	12	-1	94	81	-1.7	10	0.9	0.55
CCOn1c(=O)c(-c2ccc(Br)cc2)[n+]([O-])c2ccccc21	-9	-9	-1	-2	-1	0.1	0	1	1.1
COc1cccc(-c2ccc(NC(=O)C3CCCN(Cc4ccc(CO)o4)C3)cc2)c1 (stereo not drawn)	-5	-6	-2	0	-5	-0.7	3	0.97	1
Remaining list, next part:
SMILES	mIAP inh	ATG4B inh	beta cell repl	APOBEC3A inh	APOBEC3G inh	MPTP inh	hIAP inh	hIAP activ	mIAP activ
Cc1nnc(NC(=O)CSc2n[nH]c(-c3ccccc3C)n2)s1	5	-5	-3	-2	-15	96*	41*	0.59	0.95
Cc1cc(C)c(NC(=O)CSc2nnc(CNC(=O)c3ccco3)o2)c(C)c1	-1	-1	-1	-4	-1	0.1	6	0.94	1
COc1ccccc1Oc1coc2c(CN3CCOCC3)c(O)ccc2c1=O	-1	-4	1	-3	-2	1.3	-3	1	1
CCn1ccnc1CN(C)Cc1c(C(=O)N2CCCCCCC2)nc2ccc(Cl)cn12	6	19	3	0	-6	2.9	-3	1	0.94
Cc1ccc(NC(=O)/C(=C\c2ccc([N+](=O)[O-])cc2)NC(=O)c2ccccc2)cc1	2	5	-4	0	-3	3.5	14	0.86	0.98
CCCCN(CCCC)c1cn[nH]c(=O)c1Cl	-10	-6	0	-1	-3	-2.1	-10	1.1	1.1
CCCCCC1CC(CC(C)C(=O)Nc2nncs2)C(=O)O1 (stereo not drawn)	-23	-4	-2	3	4	-0.7	0	1	1.2
COc1ccc(OC)c(CNc2ccc(F)c(Cl)c2)c1	2	24	-2	-4	-5	1.2	0	1	0.98
CN(C)c1cccc(/C=C(\C#N)c2ccccc2)c1	17	3	-6	-2	-3	-0.1	20	0.8	0.83
CCCn1nnnc1SCC(=O)Nc1cccc(NC(=O)c2ccco2)c1	0	-15	-2	-2	-4	-0.9	-2	1	1
Cc1cccc(N2C(=O)c3cccc4c(N)ccc(c34)C2=O)c1	-13	-63	-1	-37	-59	0.0	-16	1.2	1.1
O=C(N/N=C\c1ccc(Cl)cc1Cl)c1sccc1-n1cccc1	14	17	-2	-3	-6	-2.7	-14	1.1	0.86
Nc1ncnc2c1ncn2[C@H]1C[C@H](O)[C@@H](CO)O1	-1	-33	-4	-1	-4	-1.2	12	0.89	1
Cc1nc(-n2ncc(C#N)c2N)c2c3c(sc2n1)CCC3	3	-2	-1	-2	-6	2.1	10	0.9	0.97
O=C(Nc1ccc(Cl)c(S(=O)(=O)N2CCOCC2)c1)c1ccccc1-c1ccc(C(F)(F)F)cc1	4	8	-4	1	0	3.9	-1	1	0.96
C(#CC1CCCCC1)c1ccc2c(c1)COc1c3ccccc3nn1-2	-1	-4	-5	2	-4	2.5	2	0.97	1
CC(=O)Nc1cc(C)c(S(C)(=O)=O)c(C)c1	-9	6	0	-3	-5	-0.6	3	0.97	1.1
NS(=O)(=O)c1ccc(N/C=C\C(=O)c2ccc3ccccc3c2)cc1	2	12	0	2	-5	0.7	11	0.89	0.98

Reprinted at random: 2 records from the list
SMILES	mIAP inh	ATG4B inh	beta cell repl	APOBEC3A inh	APOBEC3G inh	MPTP inh	hIAP inh	hIAP activ	mIAP activ
NS(=O)(=O)c1ccc(N/C=C\C(=O)c2ccc3ccccc3c2)cc1	2	12	0	2	-5	0.7	11	0.89	0.98
Nc1ncnc2c1ncn2[C@H]1C[C@H](O)[C@@H](CO)O1	-1	-33	-4	-1	-4	-1.2	12	0.89	1
